Assay outcomes: PubChem, Broad Institute
PGC1a acetyl inh: lowers PGC1a acetylation signal in U2OS cells. AlphaScreen anti-acetyl-lysine; with virally co-expressed GCN5 acetyltransferase. inhibition, % at 15.6 µM. 350,000 compounds, 0.17% hits. AID 651687;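 active means every replicate shows inhibition of at least 40%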;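 further: 0% = neutral control wells and 100% = positive control wells; some results beyond the cut were filed as inactive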
SIRT5 inh: inhibitors of human sirtuin-5 desuccinylase; AID 652115; Q9NXA8; Purified SirT5, succinyl-peptide AMC, trypsin-coupled fluorescence; inhibition, % at 15 µM; 330,000 compounds, 1.1% hits; in the data active means inhibition above about 15%
S100A4 MyoIIA: inhibitors of human S100A4 binding to myosin IIA peptide | S100A4/TAMRA-MyoIIA peptide fluorescence polarization | 360,000 compounds, 0.14% hits | inhibition, % at 10.7 µM;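 active means mean inhibition of at least 70% across replicates, with every replicate also reaching that level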
Target sequence (P26447 whole entry, looked up): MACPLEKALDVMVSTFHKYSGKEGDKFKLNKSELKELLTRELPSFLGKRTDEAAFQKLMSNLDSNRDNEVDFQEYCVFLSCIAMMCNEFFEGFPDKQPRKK
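Material: S100A4 monomer protein | Medium: HEPES pH 7.2 with CaCl2, KCl, NaCl, DTT, Triton | Reagent: Labelled myosin peptide probe, 5 nM | Doses: One dose per compound | Times: 5 min incubation before reading | Benchmarks: Neutral control DMSO, positive control TFP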
ERAP1 HTS inh: blocks human ERAP1 aminopeptidase activity; recombinant ERAP1, Leu-AMC fluorescence, 60 min; inhibition, % at 10.7 µM; 340,000 compounds, 0.15% hits; AID 652197;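 active means mean replicate inhibition of at least 30%, or all replicates individually reaching that 30% level; inactive means mean below 30% and not every replicate reaching it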;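 further: 0% = neutral control wells and 100% = L-leucinethiol positive control wells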
Target sequence (Q9NZ08 whole entry, looked up): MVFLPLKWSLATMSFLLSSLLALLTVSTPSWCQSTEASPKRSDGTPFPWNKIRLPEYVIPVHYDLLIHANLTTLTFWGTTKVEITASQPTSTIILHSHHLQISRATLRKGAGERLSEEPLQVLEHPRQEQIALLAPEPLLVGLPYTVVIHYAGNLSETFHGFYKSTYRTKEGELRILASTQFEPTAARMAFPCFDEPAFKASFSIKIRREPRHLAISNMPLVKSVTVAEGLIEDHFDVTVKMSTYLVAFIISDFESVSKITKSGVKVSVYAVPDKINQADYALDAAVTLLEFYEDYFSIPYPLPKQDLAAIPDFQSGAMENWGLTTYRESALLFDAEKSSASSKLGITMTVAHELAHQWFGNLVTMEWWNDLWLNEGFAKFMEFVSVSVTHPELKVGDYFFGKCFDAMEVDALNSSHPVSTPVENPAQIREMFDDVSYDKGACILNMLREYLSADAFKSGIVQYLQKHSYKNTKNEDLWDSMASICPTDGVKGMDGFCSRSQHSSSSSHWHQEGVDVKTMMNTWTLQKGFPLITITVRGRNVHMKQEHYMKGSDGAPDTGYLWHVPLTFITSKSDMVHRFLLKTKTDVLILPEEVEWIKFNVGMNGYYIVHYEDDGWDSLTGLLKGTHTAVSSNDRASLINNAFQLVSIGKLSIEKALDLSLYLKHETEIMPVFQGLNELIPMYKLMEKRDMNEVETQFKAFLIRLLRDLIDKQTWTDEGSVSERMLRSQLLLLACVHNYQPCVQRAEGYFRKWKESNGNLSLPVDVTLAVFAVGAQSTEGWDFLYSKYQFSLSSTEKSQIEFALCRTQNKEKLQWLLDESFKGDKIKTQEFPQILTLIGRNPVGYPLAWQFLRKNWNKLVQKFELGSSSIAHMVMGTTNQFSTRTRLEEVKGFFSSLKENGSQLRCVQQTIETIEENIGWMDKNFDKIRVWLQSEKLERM
Cneo AK release: causes C. neoformans cell lysis; adenylate kinase release luminescence, 4 h; normalised: neutral wells 0, clomiphene wells 100; lysis activity, % at 15 µM; 360,000 compounds, 0.2% hits;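 active means mean lysis activity across replicates of at least 80%, whatever share of replicates individually reach that level; inactive means mean lysis activity below 80%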
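Assay system: log-phase C. neoformans yeast / Quantity: yeast cell density of 5 × 10^6 cells/mL / Medium: fresh YPD growth medium / Compound: single dose / Timing: static 4 h at 37 °C with compound, 1 h detection / Measured by: adenylate kinase release luminescence / Read-out: lysis from increased AK signal / Benchmarks: Clomiphene as positive lysis control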
LGR2 antag: blocks bursicon-induced cAMP signaling via Drosophila LGR2. HEK293 LGR2, CRE-luciferase, bursicon-stimulated, 4 h. inhibition, % at 9.99 µM. 380,000 compounds, 0.35% hits. AID 720647;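 active means drop in luminescence signal, shown as inhibition above about 50% in the replicate tests, limit read from the data, passing the limit was not always enough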;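 further: agonist challenge used bursicon conditioned medium at about half maximal strength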
XiGFP reactiv: reactivates the inactive X chromosome in mouse fibroblasts; XiGFP mouse fibroblasts, % GFP-positive cells imaging, 3 d; cells co-treated with 5-aza-dC sensitizer; scaled so ellipticine positive control = 100%; activation, % at 7.58 µM; AID 743238; 360,000 compounds, 0.055% hits;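 active means mean normalized replicate activation at least 10% and every replicate at or above 10%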;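 further: 0% = median of on-plate neutral control wells and 100% = ellipticine 6 µM median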
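System: 68-5-11 XiGFP fibroblast line | Buffer or medium: DMEM containing 5-aza-dC | Compound: Single point | Times: Compounds 3 days, fix/stain 15 min at room temperature | Benchmarks: Positive control ellipticine, 6 µM final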
C2C12 statin: suppression of simvastatin myotoxicity. C2C12 myotubes + simvastatin, ATP luminescence, 48 h; scaled: DMSO 0, geranylgeraniol control 100. 330,000 compounds, 0.78% hits. rescue of ATP level, % at 7.49 µM. AID 602340;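 active means mean ATP rescue above about 67%, or every replicate alone reaching that limit, limit read from the data, passing the limit was not always enough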;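 further: myotubes were challenged with 10 µM simvastatin during compound exposure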
An asterisk follows results filed as active; · = no result given. Some of the compounds tested, so the mix of outcomes need not match the whole.

Values run as follows: C2C12 statin | LGR2 antag | PGC1a acetyl inh | ERAP1 HTS inh | S100A4 MyoIIA | Cneo AK release | SIRT5 inh | XiGFP reactiv
[1] CC(=O)N1CCN(Cc2ccc(Br)s2)CC1
→ · | 3 | · | 1 | 2 | · | -2 | ·
[2] CCOC(=O)C1CCN(S(=O)(=O)c2cc(C(=O)N3CCCCC3)ccc2OC)CC1
→ 4 | 4 | · | -1 | -3 | 1 | -2 | 0.0
[3] CN1CCC(N(C)S(=O)(=O)c2ccc(NC(=O)COc3cccc(Cl)c3)cc2)CC1
→ · | -10 | · | -6 | -5 | · | -2 | 0.0
[4] C[C@@H]1CN([C@@H](C)CO)C(=O)c2c(c3ccccc3n2C)-c2ccccc2CO[C@H]1CN(C)C(=O)Nc1cccc(Cl)c1Cl
→ · | 24 | -15 | 2 | 4 | · | -5 | 0.0
[5] CCCCNC(=O)C[C@@H]1C[C@@]2(C(=O)OCC)CCCC=C2N(Cc2ccco2)C1=O
→ · | -4 | · | · | -5 | · | -3 | 0.0
[6] CC(Oc1ccccc1)C(=O)N1CCC2(CC1)Oc1ccc(F)cc1C(=O)C21CC(c2cccnc2)=NO1 (configuration not stated)
→ -5 | 0 | 1 | -3 | 1 | 0 | -2 | -0.1
[7] COC(=O)[C@H](CC(C)C)NC(=O)Cn1cnc2c(SC)nc(N)nc21
→ 2 | 3 | 0 | -4 | -6 | 1 | -4 | 0.1
[8] O=C(Nc1ccc(F)cc1)N1CC(=O)N2[C@@H](CO)[C@H](c3ccc(-c4ccc(F)cc4)cc3)[C@@H]2C1
→ · | 19 | 10 | -2 | -4 | · | 0 | 0.1
[9] CCCn1c(C)cc(C(=O)CSc2nc3nc(C)cc(C)n3n2)c1C
→ · | -6 | 2 | -1 | -12 | 3 | · | 0.0
[10] CC1(C(=O)Nc2cccc(S(=O)(=O)N3CCOCC3)c2)Cc2ccccc2C(=O)O1 (configuration not stated)
→ · | 9 | · | 2 | -1 | · | -4 | 0.0
[11] Cc1cc(C(=O)Nc2cccc3c2O[C@H](CN(C)S(=O)(=O)c2cn(C)cn2)[C@@H](C)CN([C@H](C)CO)C3=O)n(C)n1
→ -10 | -4 | -6 | 0 | 12 | -2 | 2 | -1.2
[12] O=C(Nc1cccc([N+](=O)[O-])c1)Nc1ccc2c(c1)CCC2
→ -31 | -47 | · | 0 | -10 | -8 | -6 | 0.2
[13] CCn1cnc2c1c(=O)n(CC(=O)OC)c(=O)n2Cc1ccccc1
→ 1 | -4 | 11 | -3 | -5 | 0 | -1 | 0.0
[14] COc1ccc([N+](=O)[O-])cc1N(CC1CO1)S(=O)(=O)c1ccc(C)cc1 (configuration not stated)
→ -5 | -17 | -2 | 5 | 2 | · | -4 | 0.1
[15] CCNS(=O)(=O)c1ccc(CCC(=O)N2CCc3ccccc3C2)cc1
→ -2 | -1 | -1 | 8 | -4 | -1 | 1 | 0.0
[16] CCC(=O)N(C)C[C@H]1Oc2ncc(C#CC(C)(C)O)cc2C(=O)N([C@H](C)CO)C[C@@H]1C
→ 2 | -12 | 7 | 2 | -2 | -3 | -2 | -0.4
[17] Cc1cc2cccc(C)c2nc1SCC(=O)NNC(=O)c1ccco1
→ 2 | 9 | 5 | -1 | 2 | -1 | -5 | 0.1
[18] CCCOc1ccc(C2c3c(oc4cc(C)c(C)cc4c3=O)C(=O)N2CCCN2CCOCC2)cc1 (configuration not stated)
→ -8 | 4 | -5 | -4 | -4 | -2 | · | 0.1
[19] CC(C)Oc1cc(NC(=O)CSCC(=O)Nc2cccc(C(F)(F)F)c2)c(Cl)cc1Cl
→ 23 | 2 | -32 | 0 | 0 | -3 | 2 | ·
[20] O=C(N[C@@H]1CC[C@@H](CCn2cc(-c3ccccn3)nn2)O[C@@H]1CO)c1ccncc1
→ -3 | 7 | 6 | 1 | -7 | 49 | 0 | 0.5

The final three compounds of the part above come first, to join the parts:
Values run as follows: C2C12 statin | LGR2 antag | PGC1a acetyl inh | ERAP1 HTS inh | S100A4 MyoIIA | Cneo AK release | SIRT5 inh | XiGFP reactiv
[18] CCCOc1ccc(C2c3c(oc4cc(C)c(C)cc4c3=O)C(=O)N2CCCN2CCOCC2)cc1 (configuration not stated)
→ -8 | 4 | -5 | -4 | -4 | -2 | · | 0.1
[19] CC(C)Oc1cc(NC(=O)CSCC(=O)Nc2cccc(C(F)(F)F)c2)c(Cl)cc1Cl
→ 23 | 2 | -32 | 0 | 0 | -3 | 2 | ·
[20] O=C(N[C@@H]1CC[C@@H](CCn2cc(-c3ccccn3)nn2)O[C@@H]1CO)c1ccncc1
→ -3 | 7 | 6 | 1 | -7 | 49 | 0 | 0.5
[21] CCN1C(=O)N(C(C)=O)[C@H]2C[C@H](C(=O)N3CCCC3)[C@H](C)[C@H](c3ccccc3)C[C@H]21
→ · | -12 | · | -2 | -1 | · | · | 0.0
[22] Cc1cccc(N2CCN(CC(=O)NCc3ccccc3)CC2)c1C
→ 0 | -9 | -17 | 2 | -2 | -1 | 0 | 0.4
[23] CC1CC(C)CN(C(=O)CN2C(=O)NC(c3ccccc3)(c3ccccc3)C2=O)C1 (configuration not stated)
→ 0 | -10 | -4 | 1 | 1 | -3 | -4 | 0.0
[24] COc1ccc(-n2c(CCc3ccccc3)nnc2SCC(=O)c2ccccc2)cc1
→ · | 26 | · | -3 | 5 | · | -3 | 0.0
[25] Clc1cccc(NCc2ccccc2)n1
→ · | -13 | 3 | -2 | 0 | · | -2 | 0.1
[26] C=CCn1c(SCc2ccccc2F)nc2cc(C(=O)O)ccc2c1=O
→ 12 | 19 | · | 2 | -1 | 0 | -1 | 0.2
[27] O=C(CSc1nnc(Cc2ccccc2)o1)NCc1ccco1
→ 5 | 4 | 0 | 4 | -2 | 2 | 0 | ·
[28] COc1ccc(S(=O)(=O)NC(=O)C2(C)CCN2C(=O)Cc2ccc(C(C)(C)C)cc2)cc1 (configuration not stated)
→ 2 | 30 | -17 | 5 | 34 | 3 | · | 1.5
[29] NC(N)=NC(N)=Nc1cccc(Cl)c1
→ -7 | -6 | · | -4 | -4 | 2 | -1 | -0.1
[30] C[C@@H]1CN([C@@H](C)CO)C(=O)c2cc(C#CCc3ccccc3)cnc2O[C@@H]1CN(C)CC1CC1
→ · | 5 | -27 | -3 | 121* | · | 2 | 0.3
[31] COc1ccc(C)cc1NC(=O)C1COc2ccccc2O1 (configuration not stated)
→ 15 | -26 | -2 | -4 | 11 | 2 | -1 | 0.0
[32] Cc1cccc(NS(=O)(=O)c2cc(C(=O)N3CCN(C)CC3)ccc2C)c1
→ 4 | 21 | 0 | · | · | 2 | · | ·
[33] COc1ccccc1-c1cc(N)n[nH]1
→ · | 23 | 7 | -5 | -3 | 0 | -4 | ·
[34] C[C@@H]1CCCCO[C@@H](CN(C)C(=O)Nc2ccc(C(F)(F)F)cc2)[C@H](C)CN([C@@H](C)CO)C(=O)c2cc(NC(=O)CCC(F)(F)F)ccc2O1
→ · | 8 | -10 | 1 | -6 | -1 | 0 | -0.6
[35] CSCCC(NC(=O)c1ccccc1)C(=O)N/N=C(\C)Cc1ccccc1 (configuration not stated)
→ 5 | 2 | · | 2 | -8 | 1 | -5 | 0.5
[36] Cc1cccnc1NC(N)=S
→ · | 5 | · | -3 | -1 | · | -1 | -0.1
[37] CCCCN(C)c1c(C)nc2ccc(C(=O)N(C)CCN(C)C)cn12
→ 16 | 13 | 6 | 4 | 1 | 0 | 7 | 0.1
[38] COc1ccc(C(=O)[C@H]2[C@H]3C(=O)N(c4ccccc4)C(=O)[C@H]3C3C=CC=NN32)cc1 (some centres not stated)
→ · | · | 3 | 1 | -22 | 1 | · | 0.0
[39] O=C(NCC[C@H]1CC[C@H](NC(=O)c2cccnc2)[C@H](CO)O1)Nc1ccc(F)cc1
→ 6 | 1 | 2 | 0 | -2 | 0 | 1 | -0.2
[40] CCCc1cc(=O)oc2c(C)c(O[C@@H]3O[C@H](CO)[C@@H](O)[C@H](O)[C@H]3O)ccc12
→ -4 | -2 | 6 | -2 | 1 | -3 | -1 | 0.0
[41] COc1cc(O)c(C(CCN2CCCCC2)c2ccc(N(C)C)cc2)c(OC)c1 (configuration not stated)
→ -4 | 9 | · | · | 3 | 3 | · | 0.1
[42] O=C(NCCCCc1ccccc1)c1ccccc1Cl
→ · | -6 | · | 0 | 4 | · | 2 | 0.2
[43] O=C(NCc1cccs1)c1cccc2c(-c3ccc(F)c(F)c3)coc12
→ -8 | -27 | 21 | 0 | 0 | 3 | -1 | 0.2
[44] CN(C)c1ccc(-c2csc(C(O)c3ccc(F)cc3)n2)cc1 (configuration not stated)
→ 14 | -119 | 2 | -5 | -2 | -3 | -1 | 0.0
[45] Cc1cc(=O)oc2cc(OS(C)(=O)=O)ccc12
→ 4 | -14 | · | 2 | -2 | · | -6 | -0.1
[46] C1CCc2nc3c(nc2C1)CCCC3
→ 0 | 1 | 17 | · | 8 | 0 | · | ·
[47] C[C@@H]1CN([C@H](C)CO)C(=O)c2cc(NS(=O)(=O)c3cccs3)ccc2O[C@@H]1CN(C)S(=O)(=O)c1ccccc1
→ 0 | -23 | 4 | 4 | 0 | 2 | 6 | -1.0
[48] O=C(Cc1cccnc1)N[C@H]1CC[C@@H](CCn2cc(Cc3ccccc3)nn2)O[C@H]1CO
→ 0 | 3 | 3 | 1 | -1 | -1 | 2 | 0.4
[49] O=C(Cc1ccccc1)NCC(=O)OCc1cccc([N+](=O)[O-])c1
→ · | -13 | · | 0 | 12 | -1 | 1 | -0.2
[50] O=C(Nc1ccc(Cl)cc1)Nc1ccccn1
→ 7 | -35 | 1 | 2 | -2 | -1 | · | 1.6
[51] C[C@H](CO)N1C[C@H](C)[C@H](CN(C)S(=O)(=O)c2cn(C)cn2)Oc2c(NC(=O)c3ccc(-c4nccs4)cc3)cccc2C1=O
→ · | -4 | 4 | 0 | 7 | 3 | -9 | 0.0
[52] C[C@@H]1CCCCO[C@@H](CN(C)S(C)(=O)=O)[C@H](C)CN([C@H](C)CO)C(=O)c2cc(NC(=O)Nc3cccc4ccccc34)ccc2O1
→ · | -11 | 1 | -1 | 12 | 1 | 0 | 0.1
[53] COc1ccc(N(CC(=O)NC2CC3CCC2C3)S(=O)(=O)c2ccccc2)cc1OC (configuration not stated)
→ 5 | -7 | · | 0 | 0 | 0 | -5 | 0.4
[54] CN1[C@@H]2Cn3c(ccc(-c4ccccc4)c3=O)[C@H]1[C@@H](C(=O)NC1CCCCC1)[C@@H]2CO
→ 5 | -4 | · | 1 | 0 | -1 | -4 | -0.1
[55] Cc1ccc(S(=O)(=O)N2CCCC2CNC(=O)c2ccc3c(c2)OCO3)cc1 (configuration not stated)
→ · | -29 | · | -2 | 3 | 4 | -2 | -0.1
[56] COc1ccccc1NS(=O)(=O)c1ccc2c(c1)NC(=O)CC(=O)N2
→ 7 | 3 | -1 | -3 | -8 | · | -4 | 0.0
[57] Cc1cc(C(=O)N/N=C/c2ccc(-c3cccc(Cl)c3)o2)n[nH]1
→ · | 5 | · | 5 | 8 | -1 | -3 | 0.1
[58] O=C(CSc1nnc(C2CC2)n1-c1ccccc1)N1CCCC1
→ 1 | 2 | -7 | 3 | -4 | 7 | · | 0.1
[59] CC(C)CNC(=O)c1cc(S(=O)(=O)N2CCOCC2)ccc1N1CCCC1
→ · | 16 | 7 | 3 | -5 | 0 | 1 | 0.2
[60] COC(=O)c1sccc1NC(=O)CC1C(=O)NCCN1C(=O)Nc1ccccc1 (configuration not stated)
→ 2 | 4 | · | 1 | 1 | 2 | 1 | 0.0
